ADAM17 inh – ADAM17 inhibitors, primary screen, biochemical, QFRET. Disintegrin and metalloproteinase domain-containing protein 17 (Homo sapiens), P78536. recombinant ADAM17, EDANS/DABCYL FRET peptide cleavage. inhibition, % at 6.95 µM. actives 0.83% (n = 370,000). AID 720648, 2013;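 active = inhibition above the mean of compounds lying between control limits plus 3 SD, set per campaign, cut at about 8.5% in these data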;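 also: 0% = DMSO-only wells as the low control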
MBD2 DNA inh – inhibitors of MBD2 binding to methylated DNA, primary screen, biochemical, TR-FRET, DNA-binding domain, human | MBD2 binding to methylated oligonucleotide | inhibition, % at 4.4 µM | actives 0.31% (n = 370,000); in the data active = inhibition above about 13%
ARFGAP1 inhibitor – inhibitors of rat ARFGAP1 GAP activity, primary screen, biochemical, fluorescence polarization, GDP tracer. ADP-ribosylation factor GTPase-activating protein 1 (Rattus norvegicus), Q62848. Arfgap1-stimulated ARF1 GTP hydrolysis, GDP FP detection. inhibition, % at 16.5 µM. actives 0.26% (n = 360,000). AID 651572, 2012;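 active = inhibition above a per-plate limit, mean inhibition of low control wells plus 3 SD, cut at about 25% in these data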;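 also: 0% = DMSO wells with enzyme and 100% = wells lacking Arfgap1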
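System: truncated rat Arfgap1 GAP domain / Benchmarks: high control wells lacking Arfgap1, low control full reaction with DMSO / Times: compound-enzyme preincubation 20 min, reaction 120 min, detection 60 min, 25 °C / Repeats: one replicate per compound / Also added: human ARF1(Δ1-17)-GTP substrate / Measured by: Tracer-displacement fluorescence polarization with EDTA stop, 620/688 nm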
Tn6 DDE FP – inhibitors of Tn6 peptide binding to fibrin DD(E), primary screen, biochemical, fluorescence polarization, human fibrin, Tn6 probe; Fibrin DD(E) TRITC-Tn6 fluorescence polarization displacement; inhibition, % at 8.3 µM; actives 0.21% (n = 370,000); AID 720509, 2013;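 active = inhibition above a per-campaign cutoff: mean of compounds within control limits plus 3 SD, cut at about 15% in these data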;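 also: 0% = median of all compound wells on the plate and 100% = blocking peptide control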
KLK7 zymogen act – proKLK7 zymogen activators, primary screen, biochemical, fluorescence intensity; Kallikrein-7 (Homo sapiens), P49862; AID 652039, 2013; actives 0.9% (n = 370,000); activation, % at 7 µM; purified proKLK7, EDANS-DABCYL substrate fluorescence; 100% is mature enzyme control, 0% vehicle;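 active = activation above the mean of all tested compounds plus 3 SD, computed per campaign excluding outliers beyond control limits, cut at about 13% in these data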
ASAP1 inh – inhibitors of human ASAP1 ArfGAP activity, primary screen, biochemical, fluorescence polarization; inhibition, % at 16.5 µM; ASAP1-stimulated ARF1 GTP hydrolysis, GDP FP detection; Arf-GAP with SH3 domain, ANK repeat and PH domain-containing protein 1 (Homo sapiens), …; actives 0.19% (n = 360,000); in the data active = inhibition above about 25%;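 also: 0% = vehicle with enzyme and substrate and 100% = no enzyme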
PLC-beta3 inh – human PLC-beta3 inhibitors, primary screen, biochemical, fluorescence. Purified PLC-beta3, fluorogenic substrate. inhibition, % at 12.2 µM. actives 0.18% (n = 370,000). 1-phosphatidylinositol 4,5-bisphosphate phosphodiesterase beta-3 (Homo sapiens), Q01970; in the data active = inhibition above about 11%;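 also: 0% = median of compound wells on plate and 100% = full blocker control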
Target sequence (Q01970 whole entry, looked up): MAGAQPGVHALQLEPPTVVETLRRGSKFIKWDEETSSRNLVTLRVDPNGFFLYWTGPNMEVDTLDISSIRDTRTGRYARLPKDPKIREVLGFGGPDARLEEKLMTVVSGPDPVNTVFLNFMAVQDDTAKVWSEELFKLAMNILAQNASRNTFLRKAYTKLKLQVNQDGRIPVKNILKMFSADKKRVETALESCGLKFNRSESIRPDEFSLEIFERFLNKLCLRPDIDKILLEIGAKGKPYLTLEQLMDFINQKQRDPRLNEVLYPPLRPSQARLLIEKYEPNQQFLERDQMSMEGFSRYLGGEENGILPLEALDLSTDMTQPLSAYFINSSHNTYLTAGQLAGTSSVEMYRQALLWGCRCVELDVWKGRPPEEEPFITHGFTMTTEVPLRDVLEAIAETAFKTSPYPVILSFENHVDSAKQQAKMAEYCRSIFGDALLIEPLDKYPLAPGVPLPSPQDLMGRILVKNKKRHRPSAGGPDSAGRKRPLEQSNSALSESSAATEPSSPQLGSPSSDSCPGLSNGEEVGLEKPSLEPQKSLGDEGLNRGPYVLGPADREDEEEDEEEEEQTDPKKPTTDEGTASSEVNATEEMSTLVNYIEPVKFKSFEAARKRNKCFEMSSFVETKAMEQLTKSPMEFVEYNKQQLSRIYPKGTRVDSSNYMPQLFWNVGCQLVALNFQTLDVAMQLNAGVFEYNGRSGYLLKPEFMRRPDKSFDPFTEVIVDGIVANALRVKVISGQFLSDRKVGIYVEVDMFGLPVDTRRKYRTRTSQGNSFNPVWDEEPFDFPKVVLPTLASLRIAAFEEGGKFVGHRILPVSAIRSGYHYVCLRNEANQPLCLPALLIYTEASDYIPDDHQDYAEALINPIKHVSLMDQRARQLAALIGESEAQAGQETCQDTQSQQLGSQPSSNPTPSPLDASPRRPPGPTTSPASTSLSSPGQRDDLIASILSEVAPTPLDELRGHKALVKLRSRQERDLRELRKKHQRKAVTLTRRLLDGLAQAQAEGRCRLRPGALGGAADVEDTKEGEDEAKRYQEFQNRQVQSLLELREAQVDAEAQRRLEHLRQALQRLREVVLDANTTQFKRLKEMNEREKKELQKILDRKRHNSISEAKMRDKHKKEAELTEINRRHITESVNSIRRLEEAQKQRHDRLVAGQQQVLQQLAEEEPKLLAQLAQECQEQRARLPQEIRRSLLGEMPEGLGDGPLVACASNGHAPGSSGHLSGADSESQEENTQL
PLCg1 inh – PLC-gamma1 enzyme inhibitors, primary screen, biochemical, fluorescence, purified enzyme. 1-phosphatidylinositol 4,5-bisphosphate phosphodiesterase gamma-1 (Homo sapiens), P19174. fluorogenic substrate. inhibition, % at 12.2 µM. actives 0.84% (n = 370,000). AID 720700, 2013; in the data active = inhibition above about 9.5%
Tn7 DDE FP – inhibitors of Tn7 peptide binding to fibrin DD(E), primary screen, biochemical, fluorescence polarization, human fibrin, Tn7 probe; AID 720508, 2013; actives 0.13% (n = 370,000); Fibrinogen beta chain (Homo sapiens), P02675; inhibition, % at 8.3 µM; FP displacement of FITC-Tn7 peptide from fibrin DD(E); 0% = median of compound wells per plate;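 active = inhibition above the mean of compounds falling within the control limits plus 3 SD of them, cut at about 14% in these data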;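 also: 0% = plate median of compound wells and 100% = 10 µM Aha-Tn7 peptide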
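Test system – human fibrin DD(E) · Times – 10 min preincubation, 3 h with tracer, room temperature · Detection – fluorescence polarization of the labelled Tn7 tracer · Measure – percent inhibition normalized to high-control wells · Benchmarks – high control wells with 10 µM unlabelled Aha-Tn7 peptide (full inhibition) · Repeats – singlicate testing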
UHRF1 MBD2 ctr – UHRF1 methylated DNA binding inhibitors, primary screen, counter-screen for MBD2 inhibitor project, biochemical, TR-FRET, human UHRF1, single concentration; inhibition, % at 4.4 µM; UHRF1 binding to methylated oligo; actives 0.75% (n = 370,000); in the data active = inhibition above about 21%;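 also: UHRF1 SRA domain binding a hemimethylated CpG hairpin DNA probe; 0% = median of test compound wells and 100% = reference inhibitor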
* marks the source's active call; other numbers are inactive results; x = not tested or not shown.

SMILES	ADAM17 inh	MBD2 DNA inh	ARFGAP1 inhibitor	Tn6 DDE FP	KLK7 zymogen act	ASAP1 inh	PLC-beta3 inh	PLCg1 inh	Tn7 DDE FP	UHRF1 MBD2 ctr
C1CCC(n2nnnc2CN2CCCC2)CC1	-1	2	-5	-2	0.4	7	-1	1	-4	-1
O=C(CN(C(=O)CNS(=O)(=O)c1ccc(F)cc1)c1ccccc1F)NCc1ccco1	1	-4	1	-7	-0.9	3	1	5	0	2
CCCNC(=S)Nc1cccc(C(F)(F)F)c1	-1	2	0	9	-0.3	-5	-2	2	3	-1
O=C(O)c1ccccc1C(=O)Nc1ccc(-n2ccc(C(F)(F)F)n2)cc1	1	4	2	4	-0.5	-2	-9	-2	-6	-1
CSc1ccccc1NC(=S)N/N=C/c1cccn1Cc1ccc(F)cc1	2	6	1	-9	-1.4	-3	-14	-4	7	-3
COc1ccccc1N1CCN(c2nc3ccccc3nc2C(C#N)C(=O)OC(C)C)CC1 (stereo unspecified)	-9	-5	-9	3	3.7	1	-30	-24	-3	2
CC(=O)O/N=C(/C)c1ncc(C(F)(F)F)cc1N1CCOCC1	-31	7	3	2	0.1	-2	-30	-21	2	3
COCCn1c(SCC(=O)NC2CCCC2)nnc1C(C)C	-2	0	-3	8	0.5	-6	-2	-3	3	-1
C[C@H](CO)N1C[C@H](C)[C@@H](CN(C)Cc2ccc(C(=O)Nc3ccccc3N)cc2)Oc2c(NC(=O)C3CCCCC3)cccc2C1=O	0	1	-3	2	0.4	1	-4	0	0	-1
CC(=O)c1cccc(NC(=O)N2CCCC(C(=O)c3cc(F)ccc3F)C2)c1 (stereo unspecified)	-2	-3	-9	-6	0.0	-9	0	1	11	1
CCN1CCN(c2cc(C)c3cc(NC(=S)NCc4cccs4)ccc3n2)CC1	-30	-1	9	4	3.5	5	-33	-22	1	-1
C[C@H]1COc2cccc(N3CCN(Cc4ccccc4F)CC3)c2S(=O)(=O)N1	-3	-5	-27	7	0.3	6	0	-1	1	-2
COc1ccc2c(c1)-c1nc(NC(=O)c3ccco3)sc1CC2	0	-2	-7	-11	0.7	3	-26	-29	-4	-3
O=C(NCc1ccc(Cl)cc1)c1cccnc1	1	2	9	1	0.2	3	3	5	-1	2
CCOC1=C2[C@H](c3ccccc3)N(S(=O)(=O)c3ccc(C)cc3)C(C(C)(C)C)[C@H]2n2c(=O)n(-c3ccccc3)c(=O)n2C1 (stereo partly specified)	-1	-8	4	-4	1.0	13	4	1	-8	0
Cc1cc(NC(=O)CSc2ccccn2)no1	0	5	12	5	0.0	1	-4	-2	6	18
Cn1c(=O)c2[nH]c(C3CCC3)nc2n(C)c1=O	0	2	3	-3	0.0	7	3	5	1	6
CCOC(=O)N1CCC(Nc2c(NCCCN(CC)CC)c(=O)c2=O)CC1	-1	-6	-2	-1	0.5	3	1	-2	1	-1
CCC(=O)N1CCc2cc(S(=O)(=O)NC(C(=O)NCc3ccccc3)C(C)C)ccc21 (stereo unspecified)	-2	2	5	1	0.5	-2	3	2	-4	-1
O=C(NNC(=O)c1ccc(O)cc1O)c1ccc(Cl)cc1	1	-3	8	-9	-0.7	5	4	4	0	0
CCc1ccc(-c2csc(-c3c[nH]c4ccccc34)n2)cc1	3	1	-1	3	-4.2	8	-6	-5	7	3
O=C1C2C(C(=O)N1/N=C/c1ccc(N3CCCCC3)o1)C1C=CC2C12CC2 (stereo unspecified)	-2	-3	12	3	-0.1	0	-4	-8	-1	-2
CCOC(=O)c1cccc(NC(=O)CCn2nc(C)c(S(=O)(=O)N3CCCCC3)c2C)c1	-1	0	-6	10	-0.8	5	-4	1	4	-1
Cc1nc2ccc(S(=O)(=O)NCC(=O)N3CCCCC3)cc2s1	0	0	7	2	-0.1	10	3	3	-7	1
C=C(C)Cn1c(NCCOC)nc2c1c(=O)[nH]c(=O)n2C	-3	-1	4	2	0.6	11	-1	3	-4	3
COc1ccc(NC(=O)C(=O)N/N=C/c2cc(C)n(-c3cccc(Cl)c3Cl)c2C)c(OC)c1	-2	-1	4	-6	0.5	10	1	-2	-8	0
NNc1nc2sc3c(c2c(=O)n1-c1ccccc1)CCCC3	-1	-8	-1	-6	-0.1	-3	-16	-11	-3	0
CC(=O)Nc1ccc2c(c1)nc(CCN1CCC(C)CC1)n2C	-32	-3	-2	-4	-0.5	-7	-1	1	-7	4
Cc1ccc(/C=[N+](/[O-])C2SC(=S)N(C)C2(C)C)cc1 (stereo unspecified)	-3	-2	15	-7	0.0	5	-4	3	-1	4
O=C(Cn1cnc([N+](=O)[O-])n1)NCCO	-4	0	-1	-4	-0.7	0	-4	-2	0	1
COc1ccc(C2c3[nH]c4ccccc4c3C[C@H]3C(=O)N(CCCO)CC(=O)N23)c(OC)c1 (stereo partly specified)	-4	2	-1	-3	0.0	-2	-10	-5	2	1
CCc1nnc(NS(=O)(=O)c2ccc(NC(=S)NC(=O)/C=C/c3cccs3)cc2)s1	8	-3	3	-8	-0.4	1	-2	2	-7	0
CN(Cc1cccnc1)C(=O)CC1C(=O)NCCN1Cc1ccc(-c2ccccc2)cc1 (stereo unspecified)	-2	-6	-20	9	0.1	-11	-8	-1	3	-3
CCC/C=N/NC(=O)C1COc2ccccc2O1 (stereo unspecified)	-3	-5	1	-1	-0.8	2	-8	0	-3	2
O=C(CN1CCN(S(=O)(=O)c2ccc(Cl)cc2)CC1)NCC1(N2CCOCC2)CCCCC1	-3	0	5	-11	0.2	9	-3	-3	2	0
O=c1[nH]nc(-c2ccc(NCCO)c([N+](=O)[O-])c2)c2ccccc12	-2	-15	-5	-2	-0.5	-4	-3	2	-1	-16
COc1cccc(C(=O)N/N=C(\C)CC(=O)Nc2ccc(N(C)C)cc2)c1	-2	-4	-4	-3	0.7	-15	-4	1	10	-4
O=C1/C(=C\c2cccs2)Sc2ccc3ccccc3c21	0	-3	-2	1	0.1	-1	-2	-4	11	1
CCOc1ccc(NC(=S)NN2C(C)CCCC2C)cc1 (stereo unspecified)	-3	2	7	-3	-0.6	10	-1	-1	-3	1
Fc1cccc(-c2nnn3c2nc(Cl)c2ccccc23)c1	-22	0	-3	5	1.5	10	-251	-171	-1	3
Nc1ccccc1-c1nnn(CC(=O)Nc2ccc3c(c2)OCCO3)n1	-4	-6	1	4	0.0	3	-14	-5	3	0
O=C(CSc1ccc(-c2ccccc2)nn1)N1CCCc2ccccc21	-3	5	0	-4	0.0	-9	0	0	-1	0
COc1ccc(CNCc2cc(C)c(OC)cc2C)c(OC)c1	1	-4	-2	2	0.4	-9	-1	-1	3	-1
CCN(CC)S(=O)(=O)c1ccc(N2Cc3ccccc3C2=N)cc1	-5	7	0	-2	0.5	2	-14	-3	5	7
COc1ccc2c(C)c(C(=O)O)oc2c1	-31	-4	2	6	0.7	-7	-28	-18	-2	1
CC(C)Cn1nc(C(=O)OCC(=O)NCC(F)(F)F)c2ccccc2c1=O	-2	-5	11	-2	0.5	0	1	0	6	0
COc1cccc(-n2nnnc2SCC(=O)Nc2ccccc2OC)c1	2	1	0	-1	0.0	0	-1	0	-2	-2
CC(C)C(=O)Nc1cccc(C(=O)Nc2ccccc2C(=O)O)c1	-1	-1	2	10	-0.6	13	1	3	-4	1
CCOC(=O)CSc1nnc(C2CCCCC2)n1C	1	6	2	-4	0.2	0	-3	4	-1	4
O=C(CN(Cc1ccc2c(c1)OCO2)C(=O)CNC(=O)c1ccco1)NC1CCCCC1	0	-1	13	-3	0.1	2	0	4	-1	-1
Cc1ccc(-n2c(Cc3cccs3)nnc2SCC(=O)Nc2ccc(OCc3ccccc3)cc2)cc1	12*	2	x	-6	0.2	x	1	-1	3	-2
Cc1cc(-c2nn(-c3ccccc3F)cc2CN2CCN(c3ccncc3)CC2)c(C)s1	-6	4	8	-14	0.2	0	-2	3	-3	4

A different layout for 2 compounds above:
Values in the order – ADAM17 inh | MBD2 DNA inh | ARFGAP1 inhibitor | Tn6 DDE FP | KLK7 zymogen act | ASAP1 inh | PLC-beta3 inh | PLCg1 inh | Tn7 DDE FP | UHRF1 MBD2 ctr
O=C1C2C(C(=O)N1/N=C/c1ccc(N3CCCCC3)o1)C1C=CC2C12CC2 (stereo unspecified)
→ -2 | -3 | 12 | 3 | -0.1 | 0 | -4 | -8 | -1 | -2
CCOC(=O)c1cccc(NC(=O)CCn2nc(C)c(S(=O)(=O)N3CCCCC3)c2C)c1
→ -1 | 0 | -6 | 10 | -0.8 | 5 | -4 | 1 | 4 | -1
